GSTO1 inh: blocks human GSTO1 in RBBP9 counter-screen; P78417; recombinant GSTO1, activity-based probe fluorescence polarization; inhibition, % at 5.96 µM; 300,000 compounds, 1.1% hits; AID 1974;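 active = inhibition above the campaign mean inhibition plus 3 SD, cut at about 35% in these data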;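 note: 0% = GSTO1-1 with DMSO and 100% = wells lacking GSTO1-1 enzyme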
PREPL inh: inhibitors of human prolyl oligopeptidase-like enzyme PREPL | recombinant PREPL, fluorescence polarization activity-based probe | 320,000 compounds, 0.68% hits | Q4J6C6 | inhibition, % at 5.96 µM; in the data active = inhibition above about 43%;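 note: 0% = enzyme with DMSO and 100% = wells lacking enzyme; many of its hits are not listed in these tables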
pPAFAH FP inh: inhibitors of human plasma PAF acetylhydrolase (pPAFAH). Q13093. recombinant pPAFAH, FP-rhodamine probe fluorescence polarization. inhibition, % at 3.39 µM. AID 463082. 330,000 compounds, 1.5% hits;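 active = inhibition above the mean inhibition across the screen plus 3 SD, cut at about 25% in these data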;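 note: inhibitors block binding of the rhodamine activity-based probe so polarization drops; 0% = enzyme with DMSO and 100% = wells lacking pPAFAH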
PME-1 inh: PME-1 (human) inhibition | Q9Y570 | recombinant PME-1, FP-Rh probe fluorescence polarization | 320,000 compounds, 0.53% hits | inhibition, % at 5.9 µM | AID 2130;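 active = inhibition above the campaign mean of all compounds plus 3 SD, cut at about 26% in these data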;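 note: competitive labeling of PME-1 active site by serine hydrolase directed probe; 0% = PME-1 with DMSO and 100% = wells lacking PME-1 enzyme; inhibitors block probe labeling so polarization falls and inhibition rises; many of its hits are not listed in these tables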
Target sequence (Q9Y570 whole entry, looked up): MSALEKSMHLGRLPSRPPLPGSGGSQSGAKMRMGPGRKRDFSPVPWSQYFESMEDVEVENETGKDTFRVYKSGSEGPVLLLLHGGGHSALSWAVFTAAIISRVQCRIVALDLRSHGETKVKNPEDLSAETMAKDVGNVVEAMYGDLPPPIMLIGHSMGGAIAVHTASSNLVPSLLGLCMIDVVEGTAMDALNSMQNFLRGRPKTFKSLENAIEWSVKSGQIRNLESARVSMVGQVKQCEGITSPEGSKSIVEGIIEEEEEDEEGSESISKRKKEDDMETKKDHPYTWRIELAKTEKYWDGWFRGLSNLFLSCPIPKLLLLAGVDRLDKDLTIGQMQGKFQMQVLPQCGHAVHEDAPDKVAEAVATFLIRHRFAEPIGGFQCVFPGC
LYPLA1 inh: blocks human lysophospholipase 1, a PME1 counter-screen. O75608. recombinant LYPLA1, FP-Rh probe fluorescence polarization. inhibition, % at 5.9 µM. 320,000 compounds, 0.16% hits. AID 2174;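 active = inhibition above the mean of all tested compounds plus 3 SD, set per campaign, cut at about 14% in these data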;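 note: inhibitors block serine hydrolase probe labeling of LYPLA1 so polarization falls; 0% = enzyme with DMSO and 100% = wells lacking LYPLA1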
PAD4 FP inh: blocks human protein arginine deiminase 4; Q9UM07; recombinant PAD4, RCA probe fluorescence polarization; inhibition, % at 6.36 µM; 330,000 compounds, 0.41% hits; AID 485272;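 active = percent inhibition above a cutoff equal to the mean of all tested compounds plus 3 SD, cut at about 15% in these data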;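 note: 0% = PAD4 with RCA probe and DMSO and 100% = probe without PAD4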
LYPLA2 counter: LYPLA2 (human) inhibition in PME1 counter-screen | O95372 | recombinant LYPLA2, FP-Rh probe fluorescence polarization | inhibition, % at 5.9 µM | 320,000 compounds, 0.38% hits | AID 2177;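 active = inhibition above the screen-wide mean plus 3 SD, limit set per campaign, cut at about 26% in these data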;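 note: 0% = LYPLA2 with DMSO and 100% = wells lacking LYPLA2 enzyme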
Target sequence (O95372 whole entry, looked up): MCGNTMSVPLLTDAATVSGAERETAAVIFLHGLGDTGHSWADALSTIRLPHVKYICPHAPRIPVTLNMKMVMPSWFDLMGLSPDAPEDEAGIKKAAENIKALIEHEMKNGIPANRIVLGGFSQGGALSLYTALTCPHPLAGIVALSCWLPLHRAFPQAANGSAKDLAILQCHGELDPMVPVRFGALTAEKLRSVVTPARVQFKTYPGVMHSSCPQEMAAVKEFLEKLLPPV
PAFAH1B2 FP inh: PAFAH1B2 (human) inhibition. inhibition, % at 3.39 µM. 340,000 compounds, 1.2% hits. P68402. recombinant PAFAH1B2, FP-rhodamine activity probe, fluorescence polarization;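 active = inhibition above the mean of all tested compounds plus 3 SD, cut at about 24% in these data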;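 note: 0% = enzyme with DMSO and 100% = wells lacking PAFAH1B2; many of its hits are not listed in these tables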
Target sequence (P68402 whole entry, looked up): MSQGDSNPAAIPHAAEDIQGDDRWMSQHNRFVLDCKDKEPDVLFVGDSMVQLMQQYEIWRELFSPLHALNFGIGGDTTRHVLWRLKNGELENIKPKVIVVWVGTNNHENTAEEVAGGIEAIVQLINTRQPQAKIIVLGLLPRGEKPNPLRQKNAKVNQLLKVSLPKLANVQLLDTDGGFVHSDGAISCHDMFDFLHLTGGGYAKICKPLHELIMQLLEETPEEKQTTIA
PAFAH1B3 FP inh: inhibitors of human PAFAH1B3 | Q15102 | recombinant PAFAH1B3, FP-rhodamine probe, fluorescence polarization | inhibition, % at 3.39 µM | 340,000 compounds, 0.28% hits | AID 492972;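 active = inhibition above the screen-wide average of all tested compounds plus 3 SD, cut at about 25% in these data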;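 note: 0% = enzyme with DMSO only and 100% = wells lacking PAFAH1B3 protein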
* marks the source's active call; other numbers are inactive results; x = no result given.

structure	GSTO1 inh	PREPL inh	pPAFAH FP inh	PME-1 inh	LYPLA1 inh	PAD4 FP inh	LYPLA2 counter	PAFAH1B2 FP inh	PAFAH1B3 FP inh
CC(C)Cn1cc(C(=O)N2CCOCC2)c2c3ccccc3n(C)c2c1=O	3	5	0	-1	4	-4	1	-2	8
O=C(CC1CCCCC1)NCc1ccccn1	-7	1	4	7	-1	-2	-1	1	10
Cc1cccc(N(C(=O)c2csnn2)C(C(=O)NC(C)(C)C)c2cccs2)c1 (configuration not stated)	3	11	1	0	3	-6	3	0	6
CNS(=O)(=O)c1ccc2c3c(cccc13)C(=O)N2C	7	-6	1	0	1	-1	-2	2	11
COc1ccc(-c2[nH]nc3c2C2(C(=O)N(CC(=O)O)c4ccccc42)C(C#N)=C(N)O3)cc1OC (configuration not stated)	-2	3	9	0	-2	-4	-4	3	-1
S=C(Nc1ccc(Cl)cc1)N1CCCCC1	20	19	-1	-6	0	-3	1	4	0
CC(C)C(=O)NCCc1nc2ccccc2n1CCc1ccccc1	-12	11	3	3	-1	4	2	-2	4
CCOc1cc(C2Nc3ccccc3NC3=C2C(=O)CC(C)(C)C3)ccc1OC(C)=O (configuration not stated)	2	13	-1	0	3	4	-1	3	4
COc1cccc(C2C=C(Nc3ccccc3)C(=O)N2c2ccccc2)c1 (configuration not stated)	1	1	3	0	-4	-9	-5	6	5
O=C(COC(=O)c1cc(S(=O)(=O)N2CCOCC2)ccc1F)c1ccccc1	x	7	8	x	x	-2	x	8	5
O=C(c1cccc(NC2=NC3CS(=O)(=O)CC3S2)c1)N1CCN(c2ncccn2)CC1 (configuration not stated)	-1	6	-1	4	-2	2	-5	1	9
c1ccc(CN2CCCC3(CCCN(Cc4nc(COc5ccccc5)no4)C3)C2)cc1 (configuration not stated)	3	2	3	2	-1	-3	0	1	-1
Cc1ccccc1C(=O)NCCNc1ccc([N+](=O)[O-])cc1	3	17	-3	3	-1	-5	-6	-1	-2
O=C(NCc1ccco1)c1ccc(N2CCCCC2)c([N+](=O)[O-])c1	-1	4	2	1	-1	-3	1	2	2
Cc1ccc(C)c(C(=O)CSc2n[nH]c(C(C)C)n2)c1	0	-2	5	1	3	0	4	8	-5
Cc1ccc(NC(=O)c2ccncc2)cc1[N+](=O)[O-]	-7	2	-5	6	1	-6	-5	7	0
COc1ccccc1CCNC(=O)C(=O)NCC1OCCCN1S(=O)(=O)c1cc(C)ccc1C (configuration not stated)	0	8	3	-2	0	1	1	5	4
COc1ccc(C(=O)Nc2nnc(SCC(=O)Nc3ccc(NC(C)=O)cc3)s2)c(OC)c1	-2	9	3	-19	-2	-4	6	-7	-5
CN(c1ccc(C(=O)Nc2cccc(O)c2)cc1)S(=O)(=O)c1ccccc1	-4	1	7	3	-1	0	8	-2	9
COCCCNC(=O)CSC1=Nc2ccccc2C2=NC(CC(=O)NCc3ccccc3)C(=O)N12 (configuration not stated)	5	-1	4	-8	-3	-4	-5	4	0
COc1cccc(/C=N/n2c(=S)n(C)c3cc(C)c(C)cc32)c1OC	0	9	3	-3	1	-6	6	-2	1
COc1ccccc1NC(=S)N(C(C)C)C(C)c1ccccn1 (configuration not stated)	3	3	-2	3	-4	-2	-3	-1	4
COc1cc(NC(=O)C2CCCN(c3ncccn3)C2)cc(OC)c1 (configuration not stated)	-1	-10	1	-10	1	-4	-1	2	-4
C#CCSC1=C(C#N)C(c2cccs2)C(C(=O)OCC)=C(C)N1 (configuration not stated)	5	3	1	1	3	-7	2	4	11
O=C(NN=Cc1ccccc1OC(F)F)c1cccc(S(=O)(=O)N2CCCC2)c1	x	9	-1	x	x	2	x	3	9
Cc1nc2cc(NC(=O)CS(=O)(=O)c3ccccc3)ccc2s1	9	11	-5	3	4	-3	4	1	7
CC(C)(C)NC(=O)COc1ccc(CNc2ccc3[nH]c(=O)[nH]c3c2)cc1	-2	20	13	7	-1	-12	2	4	6
O=C1c2cccc3c([N+](=O)[O-])ccc(c23)C(=O)N1c1nccs1	-8	15	1	15	-3	5	4	14	33*
O=C(NCc1cccnc1)C(=O)Nc1nc2ccccc2s1	3	-2	7	-5	1	-3	-1	3	8
COc1cc(-c2nnc3sc(-c4ccncc4)nn23)cc(OC)c1OC	-5	4	4	1	1	0	-1	6	5
CC(Nc1ccc(Cl)c(Cl)c1)C(=O)NN (configuration not stated)	4	-7	4	-1	-2	-3	-4	8	1
CC(NC(=O)CCC(=O)c1cccs1)c1ccccc1 (configuration not stated)	12	-1	6	-3	2	-5	1	2	9
COc1cc2nc(C3CCC3)n(NC(=O)C(OC(C)=O)c3ccccc3)c(=O)c2cc1OC (configuration not stated)	3	2	-2	-3	0	-1	5	3	4
COc1ccc(N(CC(=O)N2CCCCCC2)S(=O)(=O)c2c(C)[nH]c(=O)[nH]c2=O)cc1	-7	4	3	-2	1	3	8	6	5
CC(C)(C)c1cn(-c2ccccc2)c(=S)[nH]1	10	-6	2	3	-3	-1	-1	7	8
O=C(COC(=O)c1ccc(Cl)nc1)Nc1nnc(-c2ccccc2)o1	9	19	-3	-1	-4	-4	-9	4	3
Cc1cc(Nc2ccc(C(=O)O)cc2)nc(N)n1	2	19	-1	-5	2	0	2	3	10
O=c1c2c([nH]n1-c1ccccc1)CCSC2	-3	12	8	4	3	-5	5	-1	11
OC(c1cccc(OCc2ccccc2)c1)c1nnc(-c2ccccc2)o1 (configuration not stated)	-3	-94	-1	3	-5	4	-4	4	0
C#CCOCCOCCOCCNc1nc(N2CCN(C(=O)[C@H](CCC(=O)O)n3cc(C(N)CC(C)C)nn3)CC2)nc(N2CCN(C(=O)[C@H](Cc3cc4ccccc4[nH]3)n3cc(C(N)CC(C)C)nn3)CC2)n1 (some centres not stated)	1	32	0	7	5	2	5	1	9
CCc1ccc(C(=O)c2cncc(Br)c2)cc1	0	0	-4	-3	0	2	0	-3	-2
COc1ccc(N2CCN(C(=O)c3ccc4c(Cl)c5c(nc4c3)CCCC5)CC2)cc1	4	-34	9	5	-1	2	8	4	0
O=C(O)c1cc(S(=O)(=O)N(Cc2ccccc2)c2ccccc2)ccc1Cl	4	-2	2	-7	1	-2	4	19	5
Cc1cc(C)n2nc3nc4c(cc3c2n1)CCCC4	12	43	7	2	-2	2	0	10	23
CCCOc1ccc(/C=C/C(=O)Nc2ccc([N+](=O)[O-])cc2C)cc1OC	-5	-6	1	1	-1	3	-5	4	-1
O=C(c1cnn(C(=O)c2ccco2)c1)c1cc(Cl)cc(Cl)c1O	x	22	-1	x	x	-5	x	4	7
COc1c(C(=O)NNC(=O)c2ccccc2)csc1Br	12	11	5	-7	2	5	3	7	6
CC(=O)NC12CC3CC(C1)CC(C(=O)OCC(=O)c1cc(C)n(C)c1C)(C3)C2	x	6	5	x	x	1	x	8	1
COC(=O)c1c(NC(=O)CN2CCCc3ccccc32)sc(C)c1C	4	7	-2	1	-6	1	-5	3	-4
CC(C)(C)c1ccc(-c2nc3n(c(=O)c2C#N)CCS3)cc1	0	-7	10	2	4	-3	8	1	2
Cc1cccc(NC(=O)CN(C)S(=O)(=O)c2cccc3cccnc23)c1C	1	0	3	5	1	0	3	4	0
CCC(=O)N(Cc1cc2cc(OC)ccc2[nH]c1=O)c1cc(C)ccc1C	-1	9	5	5	0	0	3	-4	3
COC(=O)C1=C(C)N(c2ccc(C)cc2)/C(=C/c2ccc(O)cc2)C1=O	-6	10	0	2	2	3	6	-6	-7
O=C1c2ccccc2C(=O)N1CCOc1ccc(F)cc1	0	6	8	-2	3	2	7	5	5
Cc1occc1C(=O)NCCc1ccc(Cl)cc1	-4	3	5	-1	-3	-6	-2	18	6
CCCCc1cc(=O)oc2cc(OC3CCCCC3=O)ccc12 (configuration not stated)	5	-6	4	-7	0	-1	-1	10	7
CC(C)N(Cc1nc(-c2ccccc2)no1)C(=O)COc1ccccc1	-4	-11	17	0	-1	2	0	0	-1
Cc1ccc(S(=O)(=O)N2CCC(n3nnc4cc(C)ccc43)CC2)cc1	3	-12	8	6	3	-1	1	3	7
CCOC(=O)c1ccc2c(c1)nc(-c1ccccn1)n2CC	1	3	-1	-1	-5	6	-6	1	-3
CCCNC(=O)c1onc(CSc2nc3ccccc3[nH]2)c1C(=O)NCCC	2	4	3	4	0	3	-2	1	5

Later entries
structure	GSTO1 inh	PREPL inh	pPAFAH FP inh	PME-1 inh	LYPLA1 inh	PAD4 FP inh	LYPLA2 counter	PAFAH1B2 FP inh	PAFAH1B3 FP inh
Cc1ccnc(NC(=O)CN(C)S(=O)(=O)c2cccc3nsnc23)c1	9	1	3	1	3	-5	6	6	4
COc1ccc(N2CCN(C(=O)c3cc(-c4cccs4)nc4ccccc34)CC2)cc1	-1	-27	5	9	-5	6	-6	2	0
Cc1ccc(C(=O)O)cc1S(=O)(=O)N1CCC(C(=O)O)CC1	11	3	-5	0	-4	-1	-11	5	8
CSc1ccccc1C(=O)NCC(c1ccco1)N1CCCCC1 (configuration not stated)	4	5	4	2	-1	-6	-3	6	9
COC(=O)[C@@]12CCCN1[C@H](c1ccc(-c3ccc(Cl)c(Cl)c3)cc1)[C@H]1C(=O)N(C)C(=O)[C@H]12	0	10	8	-2	-2	-5	5	-1	5
CN1C(=O)/C(=C/c2cn(CC(=O)N3CCCCC3)c3ccccc23)c2ccccc21	-13	45*	18	18	0	1	-7	x	x
CC1CCc2nc(N)c(C#N)c(-c3cccn3C)c2C1 (configuration not stated)	-5	-8	1	3	-1	7	-4	-2	-2

Bioassay records deposited in PubChem by The Scripps Research Institute Molecular Screening Center.

Only part of the results is shown; the hit share may differ from the screen's.
